TbREL1 inh = TbREL1 RNA ligase inhibitors, primary screen, biochemical, FRET fluorescence; TbREL1 RNA ligation; RNA-editing ligase 1, mitochondrial (Trypanosoma brucei brucei), P86926; inhibition, % at 9.66 µM; AID 1117264, 2014; 0.49% of 89,000 active;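 active = inhibition above the mean inhibition across all screened compounds plus 3 SD, cut at about 11% in these data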;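 note: 0% = plate median of test wells and 100% = NSC42067 control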
Target sequence (P86926 whole entry, looked up): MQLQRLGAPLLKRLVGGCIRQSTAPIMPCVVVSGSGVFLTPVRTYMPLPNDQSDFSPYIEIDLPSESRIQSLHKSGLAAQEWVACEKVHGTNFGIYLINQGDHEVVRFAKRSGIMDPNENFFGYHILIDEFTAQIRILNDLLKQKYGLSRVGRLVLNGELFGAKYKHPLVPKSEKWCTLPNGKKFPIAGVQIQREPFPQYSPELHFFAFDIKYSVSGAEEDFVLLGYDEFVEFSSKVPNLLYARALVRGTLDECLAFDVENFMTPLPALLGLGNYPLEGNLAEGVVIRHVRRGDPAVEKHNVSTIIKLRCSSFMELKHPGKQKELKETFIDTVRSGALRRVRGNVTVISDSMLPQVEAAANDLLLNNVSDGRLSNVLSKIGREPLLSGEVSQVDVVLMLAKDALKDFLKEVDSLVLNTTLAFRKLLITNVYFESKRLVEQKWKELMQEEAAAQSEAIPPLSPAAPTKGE
Starred values were filed as active, the others as inactive. The list is partial; the hit share may differ from the screen's.

SMILES	TbREL1 inh
CN1C(=O)C2(C(C#N)=C(N)N(c3cc(Cl)cc(Cl)c3)C3=C2C(=O)CCC3)c2ccccc21 (configuration not stated)	-1
NS(=O)(=O)OCCCc1ccc(C(F)(F)F)cc1	1
CN1CCC(N(C)CC(=O)Nc2cccc(Oc3ccccc3)c2)CC1	2
Cc1cc(-c2cc(NC(=O)Cc3c[nH]c4ccccc34)ccc2Nc2cccnc2)ccc1F	-3
CN(C)C(CNc1ncnc2sc3c(c12)CCCCC3)c1ccco1 (configuration not stated)	-1
COC(=O)[C@]12CCCCC=C1N(CCC1=CCCCC1)C(=O)[C@H](CC(=O)N1CCN(C(=O)C3CC3)CC1)C2	-4
CCN(CC(=O)Nc1ccccc1OC)C(=O)CSCc1ccc(C)cc1	-1
CNC(=S)N(CCc1c(C)[nH]c2ccccc12)Cc1ccco1	-4
C[C@@H](O)c1nc2ccccc2n1N	6
CC(/C=C1\SC(=O)N(CC(=O)Nc2cccc(O)c2)C1=O)=C\c1ccccc1	0
CCOc1ccc(CCNC(=O)c2cc3sccc3n2Cc2ccccc2)cc1OCC	-1
COCCn1c(SCC(=O)NC(=O)NC(C)C)nc2ccccc21	0
Cc1nc2ccc(NC(=O)c3ccc(F)cc3Cl)cc2c(=O)[nH]1	-2
CC1CCc2nc3sc4c(c3c(N)c2C1)CCCC4 (configuration not stated)	1
COc1cccc(NC(=O)CN(C)C(=O)c2ccccc2-c2nc3ccccc3s2)c1	-3
Cc1cc(C(=O)N(C)CC(=O)Nc2ccccc2C(F)(F)F)c(C)o1	-2
CN(CCc1ccccc1)C(=O)c1cccc(NC(=O)Cc2cccc(NC(=O)C3CCN(C(=O)C4CC4)CC3)c2)c1	-2
CN(C)CCNC(=S)Nc1cccc(Cl)c1	-1
COc1ccc(Nc2c(-c3ccc(C)cc3)nc3cnccn23)cc1	-4
CS(=O)(=O)c1ccc2nc(NC(=O)Cc3ccccc3)sc2c1	-2

4 entries drawn at random from those above, as already listed:
SMILES	TbREL1 inh
CN1CCC(N(C)CC(=O)Nc2cccc(Oc3ccccc3)c2)CC1	2
NS(=O)(=O)OCCCc1ccc(C(F)(F)F)cc1	1
CN1C(=O)C2(C(C#N)=C(N)N(c3cc(Cl)cc(Cl)c3)C3=C2C(=O)CCC3)c2ccccc21 (configuration not stated)	-1
COc1cccc(NC(=O)CN(C)C(=O)c2ccccc2-c2nc3ccccc3s2)c1	-3

Going on with the list:
SMILES	TbREL1 inh
O=C(CN1CCN(Cc2ccc3c(c2)OCO3)CC1)Nc1ccc(F)cc1	-2
COc1ccc(-n2nnnc2-c2ccccc2)cc1	2
CCCc1nnc(NC(=O)c2cccnc2)s1	2
CCNC(=O)C1(C)CCN(Cc2ccccc2C#N)C1 (configuration not stated)	-1
CNC(=O)CSc1nnc(-c2cccs2)o1	2
O=C(COc1ccc2oc(-c3ccccc3)cc(=O)c2c1)Nc1ccccc1	2
O=C(Cn1cnc2c(cnn2-c2ccccc2)c1=O)N1CCOCC1	1
CC1CCN(c2nc(-c3ccccc3)c(C#N)c(=O)[nH]2)CC1	-2
COc1ccc(-c2nc(NC(=O)Cn3cnnn3)sc2C)cc1	0
COc1ccc(C(=O)Nc2cc(Cl)c(Br)cc2C(=O)O)cc1	-1
CN1CCC(N[C@@H](Cc2c[nH]c3ccccc23)C(=O)NCCCc2ccccc2)(C(=O)NCCc2c[nH]c3ccccc23)CC1	-2
NC(=O)[C@@H]1CCCN1C(=O)[C@@H](Cc1ccccc1)NC(=O)[C@H]1O[C@@H](n2ccc(N)nc2=O)[C@H](O)[C@@H]1O	-2
C[C@H]1CCC[C@@]2(O[C@H](CCO)C[C@H](O)[C@H]2O)O1	7
COc1ccc(CNS(=O)(=O)c2ccc3c(c2)CC(C)N3C(=O)C2CC2)cc1 (configuration not stated)	-1
Cc1ccc(C(=O)N[C@@H](C)CN2C3=NC[C@H](C(C)C)N3C[C@H]2Cc2ccc(O)cc2)cc1Br	8
CCN(CC)c1ccc(/C=C/C(=O)C2C(=O)C=C(C)OC2=O)cc1 (configuration not stated)	2
Cc1cc(C)cc(NS(=O)(=O)c2ccc(F)cc2)c1	1
CCCCC(=O)N1CC2(C)CN(C(=O)CCCC)CC(C)(C1)C2=O	2
CC(C)Oc1cccc(C(=O)Nc2ccccc2N2CCOCC2)c1	-2
CCOCc1nnc(NC(=O)CCC2CCCCC2)s1	4
O=C(NC1CS(=O)(=O)CC1NCc1ccco1)c1ccccc1 (configuration not stated)	-1
CCCCn1c(N)c(N(CCOC)C(=O)c2cc(-c3ccc(C)cc3)nc3ccccc23)c(=O)[nH]c1=O	-1
COc1ccc(NC(=O)Nc2ccc3nsnc3c2)cc1	-2
O=C(OCC(=O)N1CCN(C(=O)c2ccco2)CC1)c1ccc(Cl)c(Cl)c1	1
CCN(CC)CCCNC(=O)c1ccc2c3n(nc2c1)-c1ccc(Cl)cc1CO3	1
CC(=O)c1ccc(OCC(O)CN2CCN(S(=O)(=O)c3cccc(Br)c3)CC2)cc1 (configuration not stated)	-3
Cc1ccc(/C=C2\CCCC3=C2NC(=S)NC3c2ccc(C)cc2)cc1 (configuration not stated)	-3
O=C(NCc1cccnc1)Nc1cc(Cl)cc(Cl)c1	6
Cc1[nH]ccc(=O)c1OC1OC(CO)C(O)C(O)C1O (configuration not stated)	0
CC(C(=O)NCc1ccco1)n1nc(-c2ccccc2)c2cc(Cl)ccc21 (configuration not stated)	-2
COc1ccc2cc(C3=CCCC3(C)C(=O)O)ccc2c1 (configuration not stated)	1
CCOC(=O)c1[nH]c2ccc(Cl)cc2c1NC(=O)/C=C/c1ccc2c(c1)OCO2	2
N#Cc1ccccc1NC(=O)CN1C(=O)NC2(CCCC2)C1=O	3
CC(C)(C)NC(=O)C(c1ccccc1)N(Cc1cccs1)C(=O)c1csnn1 (configuration not stated)	3
O=C(c1cccc(S(=O)(=O)N2CCc3ccccc32)c1)N1CCN(c2ccccc2)CC1	1
Cc1ccc(CN(c2ccc(C(=O)NCc3cccnc3)cc2)S(C)(=O)=O)cc1	-3
CCCCC1(C(=O)OCC)CC(CN2CCOCC2)OC1=O (configuration not stated)	2
COC(=O)c1cc(NC(=O)CC2NCCNC2=O)cc(C(=O)OC)c1 (configuration not stated)	0
O=C(NCCNC(=O)c1cc(Cl)ccc1Cl)c1ccccn1	1
COc1ccc(CSc2nc(C)cc(=O)[nH]2)cc1Br	1

Laid out differently: four of the compounds above.
CCCCC1(C(=O)OCC)CC(CN2CCOCC2)OC1=O (configuration not stated)
  TbREL1 inh = 2
CC(C(=O)NCc1ccco1)n1nc(-c2ccccc2)c2cc(Cl)ccc21 (configuration not stated)
  TbREL1 inh = -2
COC(=O)c1cc(NC(=O)CC2NCCNC2=O)cc(C(=O)OC)c1 (configuration not stated)
  TbREL1 inh = 0
COc1ccc(NC(=O)Nc2ccc3nsnc3c2)cc1
  TbREL1 inh = -2

Continued:
SMILES	TbREL1 inh
CC(OC(=O)COc1ccccc1[N+](=O)[O-])C(=O)Nc1ccc(N2CCOCC2)cc1 (configuration not stated)	-2
COc1ccc(CCN(C(=O)c2snc(C(N)=O)c2N)C(C)C(=O)NC2CCCCC2)cc1OC (configuration not stated)	-5
Cc1ccc(CN2CC(C(=O)NCCCSc3ccccc3)CC2=O)cc1 (configuration not stated)	3
CCCCCc1nnc(NS(C)(=O)=O)s1	1
Cc1ccc(NC(=O)c2nc[nH]c2C(=O)NCCCCCNC(=O)OC(C)(C)C)cc1	0
COc1cccc(/C=C(/C#N)c2ccc(Cl)cc2)c1OCc1cccc(C(=O)O)c1	2
CCOC(=O)[C@]12CCCC=C1N(CCCOC)C(=O)[C@@H]2CC(=O)NCc1cccc2ccccc12	-4
Cc1ccc(COc2ccc(Br)cc2/C=N/O)cc1	5
Cc1ccc(C(=O)NNC(=O)c2ccc(-n3cncn3)c([N+](=O)[O-])c2)cc1	5
O=C(CSc1nnc(-c2ccncc2)n1-c1ccccc1)Nc1ccc2c(c1)OCCO2	-3
COCCCNC(=O)CN1C(=O)/C(=C\c2ccc(C)cc2)Sc2ccccc21	-1
CCOC(=O)N1CCN(c2ncnc3c2oc2nc(C(C)C)c4c(c23)CCC4)CC1	2
CCOC(=O)c1c(-c2ccccc2)cn2ccccc12	-4
CN(c1ccc(C(=O)Nc2cccc(O)c2)cc1)S(=O)(=O)c1ccccc1	-1
Cc1ccc(-c2nc(S(=O)(=O)c3ccc(C)cc3)c(N(C)C)o2)cc1	0
COc1ccc(CNC(=O)c2cccc(S(=O)(=O)N3CCN(C)CC3)c2)cc1	-1
COc1ccc(OCC(O)CN2CCN(c3ccc(OC)cc3)CC2)cc1 (configuration not stated)	0
O=C(OCC#CCSc1nnc(-c2cccc3ccccc23)o1)c1ccc(F)cc1	2
CN(C(=O)COC(=O)COc1ccc2ccccc2c1)c1c(N)n(Cc2ccccc2)c(=O)[nH]c1=O	-2
COCCCNC(=O)c1cccn2c(=O)c3cc4ccccc4cc3nc12	1

Some of the entries above in another layout.
> CCOC(=O)N1CCN(c2ncnc3c2oc2nc(C(C)C)c4c(c23)CCC4)CC1
  TbREL1 inh = 2
> COc1ccc(OCC(O)CN2CCN(c3ccc(OC)cc3)CC2)cc1 (configuration not stated)
  TbREL1 inh = 0

Continuation.
SMILES	TbREL1 inh
Oc1ccc(Nc2nc(-c3ccc4ccccc4c3)cs2)cc1	0
C=CCNC(=S)NNC(=O)c1cc(O)ccc1O	9
COCCCN(C(=O)c1cccnc1SC)c1c(N)n(Cc2ccccc2)c(=O)[nH]c1=O	1
Cc1cccc(S(=O)(=O)Nc2nc3ccccc3nc2NCC2CCCO2)c1 (configuration not stated)	-2
COc1ccc(C(=O)NCCCN=C2NS(=O)(=O)c3ccccc32)cc1	0
CC(=O)N1c2ccc(S(=O)(=O)N3CCC(C(=O)NC4CCCCC4)CC3)cc2CC1C (configuration not stated)	2
CC(=O)Nc1ccc(NS(=O)(=O)c2ccc(Cl)s2)cc1	7
Cc1nc2ccccc2n1S(=O)(=O)c1ccc(S(=O)(=O)N2CCCCCC2)cc1	1
CCc1ccc2nc3c(c(C(=O)O)c2c1)CCC3	2
Cc1ccc(S(=O)(=O)/N=C(\c2ccc(F)cc2)n2c(C)nc3ccccc32)cc1	0
CCOC(=O)N1CCN(C(=O)Nc2ccc3nc(C)c(C)nc3c2)CC1	7
COC(=O)c1ccc(CSc2ncnc3c2sc2nc(N4CCOCC4)c4c(c23)CCCC4)o1	-1
CC(=O)N1CCCN(S(=O)(=O)c2ccc3c(c2)oc(=O)n3C)CC1	1
COc1ccc(C2CC(=O)Oc3cc(O)ccc32)cc1 (configuration not stated)	-3
O=C(Cn1c(=O)cnc2ccccc21)NNC(=O)c1ccccc1Cl	2
CN(C)c1cccc(N=C2C=C(N3CCOCC3)CC(C)(C)C2)c1	-6
Cc1ccc(-c2nc3ccc(C(=O)O)cc3nc2-c2ccc(C)cc2)cc1	1
CC1(C)CC(=O)c2c(-c3cccs3)n[nH]c2C1	3
O=C(OCC#CCSc1nnc(-c2cccc3ccccc23)o1)c1ccc(Cl)c(C(F)(F)F)c1	5
CCOc1ncccc1C(=O)OCC(=O)Nc1cc(S(=O)(=O)N(CC)CC)ccc1C	-1
CCSc1nnc(NC(=O)C(C)C)s1	0
COc1cccc(-c2ccc3ncnc(NCc4cccnc4)c3c2)c1	0
COC(=O)c1ccccc1N1C(=O)[C@@H]2C(c3ccc(Br)cc3)=NO[C@@H]2C1=O	1
CCn1nc(NC(=O)c2ccncc2)c2cc3ccccc3nc21	0
COc1ccc(-c2cccc(NC(=O)c3ccc4c(c3)OCO4)c2)nn1	0
COc1ccc2c(c1)NC(=O)[C@@]2(CCN1C(=O)c2ccccc2C1=O)c1[nH]c2ccccc2c1CCN1C(=O)c2ccccc2C1=O	2
CC1CCN(CCOCCOc2ccccc2-c2ccccc2)CC1	4
CSCCC(NS(=O)(=O)c1ccc(Cl)cc1)C(=O)OCC(=O)c1c(C)[nH]c2ccccc12 (configuration not stated)	-3
COc1ccc(N2CCN(C(=O)CN3CCN(C(c4ccccc4)c4ccccc4)CC3)CC2)cc1	-6
Cc1ccc(S(=O)(=O)N2C[C@@H](C)[C@]3(C2)[C@H](O)[C@H](OC(=O)NCc2ccccc2)C[C@H]2C(=O)N(c4ccccc4)C(=O)[C@H]23)cc1	0
FC(F)(F)c1ccncc1-c1nnnn1-c1ccc(Cl)cc1	2
Cc1ccc(NC(=O)CC(=O)NCCN2CCOCC2)cc1	4
Cc1c(NC(=O)c2cc3c(s2)-c2ccccc2OC3)cccc1[N+](=O)[O-]	2
Cc1cc(C)cc(C(=O)N[C@@H](C)C(=O)N2CCC3(CC2)NCCc2[nH]cnc23)c1	2
O=C(NCCS(=O)(=O)N1CCN(c2ccccc2F)CC1)c1cccc(Br)c1	1
Cc1onc(-c2c(F)cccc2Cl)c1C(=O)Nc1sc2c(c1C(N)=O)CCC2	-3
COc1cccc(C2SCC(=O)N2c2ccc(Cl)cc2)c1OC (configuration not stated)	-1
COc1ccc(Cc2nc(-c3cccnc3)no2)cc1OC	-3
CC(=O)N1CCc2cc(Br)cc(S(=O)(=O)NCCCN3CCCC(C)C3)c21 (configuration not stated)	1
CCOC(=O)[C@@]12CCC3=C1N(CCC3)C(=O)[C@H](CC(=O)NCCCCc1ccccc1)C2	2
O=C(COc1ccc(Cl)cc1Cl)Nc1ccc(C(=O)Nc2ccccc2C(=O)O)cc1	-1
Cc1ccccc1OCC(=O)NC1=NCCS1	0
CC(C)Nc1nc(-c2ccccc2)nc(-n2ccnc2)n1	1
CN(Cc1ccc2c(c1)OCO2)C(=O)c1cc(-c2ccccc2)c(N2CCOCC2)s1	-4
CCCCOC(=O)N/N=C/C=C/c1ccccc1	1
CCOc1ccc(OCC(=O)Nc2ccc(S(N)(=O)=O)cc2)cc1	1
Cc1ccnc(NS(=O)(=O)c2ccc(NC(=O)CC(C)c3ccccc3)cc2)n1 (configuration not stated)	1
Cc1ccc2c(c1)N(CCC(=O)NCC1CCCO1)C(=O)CO2 (configuration not stated)	0
CC(C)(CNc1ccc([N+](=O)[O-])cc1Cl)CNS(C)(=O)=O	-1

Source: PubChem BioAssay (The Scripps Research Institute Molecular Screening Center)
